Assay outcomes: PubChem BioAssay, National Center for Advancing Translational Sciences (NCATS)
MBNL1-CUG inh: inhibitors of human MBNL1 binding to CUG repeat RNA; Q9NR56; TR-FRET MBNL1-His/biotin-(CUG)12 binding, 665/545 ratio; Potency, µM (doses to about 57.5 µM), inactives show at the highest dose activity change, negative = inhibition, usual class: inhibitors; 280,000 compounds, 0.036% hits; AID 2675; active = well fitted inhibition curve with a large enough effect in the signal ratio, with a control signal flat, not every such curve was filed as active; inconclusive = small, poorly fitted or top-dose-only effect, or effect the other way, or a change in a side signal; inactive = no such curve, though single readings can be large or run the other way; the % refers to the signal ratio; note: % is set by controls: 0 for no effect and ±100 for the full control effect
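His-tagged MBNL1 binding to biotinylated (CUG)12 RNA was measured by TR-FRET using terbium anti-His antibody (0.055 ng/ul final) and streptavidin-XL665 (5 nM final). Compounds were titrated 92 nM to 58 uM; 60 min at room temperature.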
BRCA1 expr up: increases BRCA1 expression; 380,000 compounds, 1.1% hits; Potency, µM (series often up to 46.1 µM), inactives show at the highest dose activation, most hits filed as activators; AID 624202; MCF7-BRCA1-FFLuc reporter, luminescence, 48 h; response scale: scaled: vehicle 0%, 10 µM genistein 100%; note: nearly all actives have a fitted effect of over 80% in size; some results filed as inactive show a strong effect at the top dose
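Quantitative HTS in MCF7 cells stably reporting BRCA1 expression via firefly luciferase. Compound treatment lasts 48 h at 37 °C in phenol-red free MEM. Activation is expressed relative to genistein at 10 microM and DMSO.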
FLuc modulator: inhibits or activates purified firefly luciferase, miR-21 counter-screen; 360,000 compounds, 6.9% hits; Potency, µM (top dose mostly 57.5 µM), inactives show at the top dose activity change, negative = inhibition, hits mostly inhibitors; purified FLuc, Km substrates, luminescence inhibition; AID 588342;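 note: plate controls were vehicle for no effect and reference inhibitor for full effect; nearly all actives have a fitted effect of over 55% in size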
Target sequence (P08659 whole entry, looked up): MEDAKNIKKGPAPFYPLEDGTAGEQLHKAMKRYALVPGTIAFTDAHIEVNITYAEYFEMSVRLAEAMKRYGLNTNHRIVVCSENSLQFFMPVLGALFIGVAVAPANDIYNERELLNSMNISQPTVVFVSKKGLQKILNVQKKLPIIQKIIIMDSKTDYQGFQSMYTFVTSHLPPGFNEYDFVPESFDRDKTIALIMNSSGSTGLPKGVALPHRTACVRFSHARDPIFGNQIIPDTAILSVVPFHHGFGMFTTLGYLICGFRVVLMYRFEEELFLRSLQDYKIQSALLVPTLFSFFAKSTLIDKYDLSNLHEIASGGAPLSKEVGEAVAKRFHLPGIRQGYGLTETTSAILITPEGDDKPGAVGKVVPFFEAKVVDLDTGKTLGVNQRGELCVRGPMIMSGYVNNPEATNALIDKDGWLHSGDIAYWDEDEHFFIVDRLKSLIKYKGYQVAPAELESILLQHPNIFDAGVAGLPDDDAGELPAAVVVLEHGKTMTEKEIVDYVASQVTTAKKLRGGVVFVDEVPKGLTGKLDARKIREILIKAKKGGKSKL
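Purified P. pyralis luciferase, 10 nM final, with Km-level 10 uM D-luciferin and 10 uM ATP in 50 mM Tris acetate pH 7.5, 10 mM Mg acetate, 0.01% Tween-20, 0.05% BSA; 6-point qHTS titration about 60 µM downward; luminescence read.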
Rab9 promoter act: Rab9 promoter activation | Huh7 Rab9 promoter-luciferase reporter, luminescence, 24 h | Potency, µM (highest dose often 9.22 µM), inactives show top-dose activation, negative = inhibition, actives largely listed as activators | 320,000 compounds, 2.8% hits | AID 485297; note: % of control where 0% means no effect; nearly all actives have a fitted effect of over 60% in size
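Luciferase signal after 10 min detection reagent at ambient indicates Rab9 promoter upregulation; stably transfected Huh7 cells were treated 24 h with compound in DMSO at 37 °C, 5% CO2.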
p53 reactivator: re-activators of mutant p53 | H1299 p53-A138V BP100-luciferase reporter, luminescence, 24 h | 320,000 compounds, 0.063% hits | Potency, µM (titrated, usually from 92.2 µM), for the others: top-dose activity change, positive = activation, usual class: activators | AID 504706; note: % of control where 0% means no effect; nearly all actives have a fitted effect of over 45% in size
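p53-null H1299 cells stably carrying temperature-sensitive p53-A138V and a BP100-luciferase reporter were pinned with compounds (4-point, 1:5 series) and held 24 hrs at 37 deg C. Luminescence was read 10 min after detection reagent.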
ELG1 genotoxic: genotoxicity induction in ELG1-luciferase HEK293T cells; HEK293T ELG1-luciferase reporter, luminescence, 16 h; Potency, µM (doses to about 46 µM), for inactives: top-dose activity change, positive = activation, most hits filed as activators; 330,000 compounds, 1.3% hits; note: % of control where 0% means no effect; nearly all actives have a fitted effect of over 60% in size
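Cells (2,000/well) expressing the ELG1-luciferase fusion are dosed by pin tool and kept 16 hr at 37 °C, 5% CO2. Signal comes from ONE-Glo luciferase reagent after 30 min at room temperature.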
RORgamma inh: blocks mouse ROR gamma transcriptional activity; P51450; Drosophila S2 Gal4-RORgamma UAS-luciferase reporter, 20 h; Potency, µM (series often up to 53.6 µM), for the others: at the top dose activity change, negative = inhibition, most hits filed as inhibitors; 310,000 compounds, 5.4% hits; note: % is set by controls: 0 for no effect and ±100 for the full control effect; nearly all actives have a fitted effect of over 60% in size
Target sequence (P51450 whole entry, looked up, the tested form may be a part): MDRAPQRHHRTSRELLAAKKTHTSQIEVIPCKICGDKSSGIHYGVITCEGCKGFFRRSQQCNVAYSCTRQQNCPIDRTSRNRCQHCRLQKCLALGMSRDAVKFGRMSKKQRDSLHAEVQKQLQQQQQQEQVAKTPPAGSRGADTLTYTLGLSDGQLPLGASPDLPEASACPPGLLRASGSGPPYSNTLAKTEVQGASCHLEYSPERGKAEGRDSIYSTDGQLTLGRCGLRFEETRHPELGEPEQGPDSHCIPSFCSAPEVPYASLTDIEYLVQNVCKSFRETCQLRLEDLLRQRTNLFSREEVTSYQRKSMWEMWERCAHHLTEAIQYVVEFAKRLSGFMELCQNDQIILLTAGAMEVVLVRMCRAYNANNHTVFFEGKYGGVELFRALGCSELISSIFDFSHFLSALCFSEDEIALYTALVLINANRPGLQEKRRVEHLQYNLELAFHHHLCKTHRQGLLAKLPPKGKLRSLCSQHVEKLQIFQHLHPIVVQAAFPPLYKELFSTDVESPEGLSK
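Luminescence from a UAS-regulated Photinus luciferase reporter in stably transfected Drosophila Schneider cells is measured; decreased signal marks ROR gamma inhibition. Fusion expression is induced by 700 uM copper sulfate for 20 hr.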
NPC1 promoter act: activators of NPC1 promoter; Potency, µM (titrated, usually from 9.22 µM), for the others: at the highest dose activation, hits mostly activators; AID 485313; 320,000 compounds, 2.4% hits; Huh7 NPC1 promoter luciferase reporter, 24 h;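 note: % of control where 0% means no effect; nearly all actives have a fitted effect of over 60% in size; reporter is driven by a mutant NPC1 promoter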
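Stable NPC1-promoter luciferase Huh7 line; cpd (DMSO) 24 h, 37 °C, 5% CO2; Amplite luciferase reagent 10 min RT; luminescence readout. qHTS format.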
uPA surface inh: inhibitors of cell surface uPA generation; Potency, µM (titrated, usually from 38.3 µM), without a hit: top-dose activity change, negative = inhibition, hits mostly inhibitors; cell surface uPA generation assay, qHTS; 330,000 compounds, 0.31% hits; active = well fitted inhibition curve with a large enough effect; inconclusive = small, poorly fitted or top-dose-only effect; inactive = no such curve, though single readings can be large or run the other way; tested in mouse RAW 264.7 cells; note: % is set by controls: 0 for no effect and ±100 for the full control effect; nearly all actives have a fitted effect of over 55% in size
Gal4-VP16 FLuc: inhibits Gal4-VP16 luciferase reporter, ROR gamma counter-screen; Potency, µM (top dose mostly 53.6 µM), for inactives: top-dose activity, negative = inhibition, hits mostly inhibitors; 310,000 compounds, 3.5% hits; Drosophila S2 Gal4-VP16 UAS-luciferase, luminescence, 20 h;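 note: Gal4-VP16 expression switched on by copper sulfate through the metallothionein promoter; % is set by controls: 0 for no effect and ±100 for the full control effect; nearly all actives have a fitted effect of over 50% in size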
* marks the source's active call; other numbers are inactive results; ? = inconclusive; / = not tested or not shown; & = joins results of further samples; [ ] = dose if it differs, or a comment. Unless noted, calls come from the whole dose curve; as a rule, active = well fitted curve in the direction sought with a large enough effect; inconclusive = small, poorly fitted or top-dose-only effect, or another doubt; inactive = no such curve, though single readings can be large; an effect the other way counts as inactive or inconclusive. Potency is the fitted concentration of half-maximal effect. Rows were taken by chance (roughly 13% active in at least one column).

SMILES	MBNL1-CUG inh	BRCA1 expr up	FLuc modulator	Rab9 promoter act	p53 reactivator	ELG1 genotoxic	RORgamma inh	NPC1 promoter act	uPA surface inh	Gal4-VP16 FLuc
Cc1cccc(NC(=O)c2cccc(OC(=S)N3CCOCC3)c2)c1	-1%	-3%	?	-4%	-1%	-3%	19%	0%	-2%	?
O=C(OCC#CCSc1nnc(-c2ccc(Br)cc2)o1)c1cccs1	?	62%	?	-2%	11%	8%	-8%	-5%	-17%	-17%
Cc1ccc(NC(=O)COC(=O)c2cccc(C)c2[N+](=O)[O-])cc1S(=O)(=O)N1CCCCC1	/	-12%	/	/	-2%	4%	/	/	1%	/
CCN1CCN(C(=O)c2ccc(N3CC4CC(C3)c3cccc(=O)n3C4)c([N+](=O)[O-])c2)CC1 (stereo unspecified)	21%	-5%	5%	-1%	4%	21%	0%	-7%	2%	-9%
CCN1CNC(=S)N(c2ccccc2OC)C1	1%	4%	6%	-3%	0%	1%	-23%	-4%	0%	0%
O=C(CCC(=O)N1CCN(c2ccc(O)cc2)CC1)c1cccs1	7%	37%	-20%	3%	5%	7%	16%	29%	4µM*	?
COc1cc(C(=O)OCC(=O)Nc2nnc(-c3ccccc3)o2)cc(OC)c1OC	/	2%	-12%	-2%	-2%	-10%	/	4%	-1%	/
CCn1c(CNC(=O)c2cccc(C)c2)nnc1SCC(=O)Nc1nnc(C)s1	-3%	7%	-1%	-1%	4%	3%	?	1%	2%	3%
Cn1c(SCC(=O)N2CCCCC2)nnc1-c1ccc(S(=O)(=O)N2CCOCC2)cc1	-7%	-5%	1%	-1%	4%	2%	-1%	-1%	-1%	-10%
CCOC(=O)N1CCN(C(=O)c2ccc3c(c2)sc2nc(-c4ccc(OC)cc4)cn23)CC1	?	-12%	?	7%	0%	-29%	37%	15%	7%	-6%
Cc1cc(SCC(N)=O)nc(SCC(=O)c2ccccc2)n1	3%	-21%	4%	2%	-10%	0%	1%[0.365 µM]	1%	-1%	/
O=C(c1ccncc1)N1c2ccccc2Sc2ccccc21	/	-25%	-11%	-3%	2%	-10%	20%	-7%	?	-4%
COC(=O)[C@H]1C[C@@H]1[C@H](N)c1ccccc1	-8%	4%	2%	0%	2%	1%	4%&5%	-2%	-12%	2%&2%
Nc1nc2n(n1)C(=O)CC(c1ccccc1[N+](=O)[O-])N2 (stereo unspecified)	16%	-2%	0%	-3%	-5%	1%	-2%	-2%	9%	5%
Cc1nnc(SCc2cccc(Cl)c2)n(N)c1=O	-2%	-4%	-5%	3%	-1%	4%	11%	0%	3%	5%
O=C1CCC(=O)N1CN(C(=O)c1ccco1)c1ccc(Cl)c(Cl)c1	35%[activator]	-4%	-4%	-3%	2%	1%	29%	-4%	8%	4%
O=C(Cc1cccs1)Nc1nnc(SCc2ccc(C(F)(F)F)cc2)s1	9%	5%	-2%	1%	1%	-1%	10µM*	-3%	4%	-13%
CCOc1ccc(OCC)c(NC(=O)CN2CCC(NC(=O)c3cccc(F)c3)CC2)c1	-3%	-21%	1%	0%	-6%	-28%	12%	-1%	/	-20%
O=C(CNc1ccccc1)c1ccc([N+](=O)[O-])cc1	?	-30%	0%	-3%	13%	1%	0%	7%	-3%	-21%
COc1ccc(CN2CCN(Cc3ccccc3C(F)(F)F)CC2)c(OC)c1	-8%	-21%	-1%	-17%	-2%	-12%	-4%	-9%	-4%	-1%
C/C(=N/NS(=O)(=O)c1ccc(C)cc1C)c1ccc2c(c1)OCO2	9%	-1%	-14%	3%	3%	-3%	-6%	-3%	-1%	4%
Cc1cc(N(C)C)c(C#N)c(NCc2ccccc2)n1	-1%	-9%	-1%	-4%	5%	-3%	-14%	-3%	3%	-5%
CC(C)CC(=O)Nc1nnc(CCc2ccccc2)s1	-1%	59%	-7%	18%	12%	6%	?	4%	7%	23%
COC(=O)c1ccc(C(=O)OC)c(NC(=O)COC(=O)c2ccc(OC)c(OC)c2OC)c1	-12%	-26%	1%	-6%	-20%	1%	1%	-2%	-1%	1%
Cc1c(C(=O)Nc2cccc(-c3nnc4n3CCCCC4)c2)oc2ccccc12	-1%	-25%	19µM*	0%	18%	-7%	23%	10%	-8%	-24%
The listing continues.
SMILES	MBNL1-CUG inh	BRCA1 expr up	FLuc modulator	Rab9 promoter act	p53 reactivator	ELG1 genotoxic	RORgamma inh	NPC1 promoter act	uPA surface inh	Gal4-VP16 FLuc
Cc1cccc(C(=O)N(Cc2ccc(C)o2)C2CCS(=O)(=O)C2)c1 (stereo unspecified)	-3%	-7%	4%	7%	-2%	0%	-39%	-2%	-19%	5%
O=C1/C(=C/c2ccc3c(c2)OCO3)CCC/C1=C\c1ccc2c(c1)OCO2	/	13%	2%	-2%	4%	0%	11µM*	-5%	-5%	-25%
COc1ccc(CNC(=O)CN(C)CC(=O)Nc2ccccc2Br)cc1	/	4%	/	/	-10%	0%	/	/	3%	/
CSc1nnc(NC(=O)c2nc(S(=O)(=O)Cc3cccc(C)c3)ncc2Cl)s1	9%	-49%	0%	-24%	-12%	-2%	?	-39%[inhibitor]	-2%	18µM*
COc1cccc(NC(=O)CN(C)C(=O)c2cc3c(s2)CCC(C)C3)c1 (stereo unspecified)	/	-3%	-13%	-2%	5%	2%	/	-5%	2%	/
Clc1ccccc1CNCc1ccncc1	-3%	0%	-2%	-2%	0%	1%	7%	-2%	3%	-8%
CCCCCCCNC(=O)CN1N=C(c2ccc(C)cc2)CCC1=O	1%	0%	1%	1%	-5%	-5%	-2%	-4%	-1%	3%
CCOc1ccccc1NC(=O)COc1coc(CN2CCCc3ccccc32)cc1=O	/	-37%	2%	-11%	-1%	0%	/	-1%	-5%	/
CCOc1ccc(C(=O)OC(C)C(=O)N2CCN(Cc3ccccc3)CC2)cc1 (stereo unspecified)	/	-24%	/	/	-1%	-3%	/	/	-4%	/
CC(C)Cn1c(-c2cc(Br)ccc2F)nc2c1c(=O)[nH]c(=O)n2CC(C)C	3%	-79%	4%	0%	-4%	13%	-28%	-2%	-4%	0%
CSc1nc(N)nc(SCC(=O)Nc2cccc(F)c2)c1C#N	?	-25%	-4%	0%	?	13%	18%	1%	-10%	-10%
c1ccc(-c2ccc(-c3ccccn3)s2)nc1	?	25%	1.5µM*	4µM*	?	?	-40%	?	-12%	-26%
COc1cc2c(cc1OC)CN(Cc1cc(=O)oc3cc(C)c(C)cc13)CC2	9%	-24%	?	0%	-2%	-2%	-16%	0%	-9%	-7%
CC(=O)c1c(C)[nH]c(C(=O)OCc2cc(=O)n3cc(Br)ccc3n2)c1C	/	-15%	0%	-10%	-4%	2%	/	-6%	-15%	/
CCOC(=O)CNC(=O)c1cn(C)c(=O)c2cc(OC)c(OC)cc12	-6%	9%	4%	-5%	-4%	-2%	-7%	-2%	1%	-2%
Cc1cccc(CC(=O)NCCn2c(C)cc3ccccc32)c1	-3%	-9%	-3%	6%	-4%	-7%	40%	0%	11%	8%
CCc1ccc(NC(=O)Nc2ccc3c(c2)N(C)C(=O)CS3)cc1	-7%	-13%	?	-2%	-3%	-12%	-13%	0%	8%	-4%
Cc1ccc(CONC(=O)c2ccccc2)cc1	4%	2.2µM*	15µM*	?	20%	?	-1%	?	0%	-4%
COc1ccc(OC)c(Cc2nnc(CCC(=O)N3CCC(N4CCCCC4)CC3)o2)c1	?	4%	3%	-6%	0%	-2%	30%	-1%	0%	?
CC(C)(C)OC(=O)N1CCC(c2cc(=O)n3[nH]cc(C(=O)Nc4ccc(F)c(Cl)c4)c3n2)CC1	-4%	17%	5%	1%	0%	6%	-8%	0%	12%	5%
Cc1ccc(C)c(NS(=O)(=O)c2ccc(OCC(=O)NCC3CCCO3)cc2)c1 (stereo unspecified)	-8%	8%	-1%	-4%	-1%	-1%	4%	0%	6%	-7%
COc1ccc(C(=O)Nc2nc(CC(=O)NCc3ccc(F)cc3)cs2)cc1	/	40%	?	?	14%	-9%	/	24%	-19%	/
Cc1cc2cc(CN(CC3CCCO3)C(=S)Nc3ccccc3)c(=O)[nH]c2cc1C (stereo unspecified)	/	-75%	6%	-19%	3%	-10%	-9%[10 µM]	-20%	-9%	4%
CC(=O)NC1=NC(=O)CS1	9%	0%	2%	5%	-2%	3%	-15%	-3%	/	2%
CC1Oc2ccccc2C=C1/C=N/NC(=O)c1ccccc1O (stereo unspecified)	-9%	62%	1.7µM*	?	?	-3%	?	?	?	?
O=C(CC(=O)NCCc1ccccc1)NCCc1ccccc1	-4%	26%	-2%	-3%	1%	1%	19%	-3%	2%	3%
O=C(Nc1cccc(S(=O)(=O)N2CCOCC2)c1)c1cc(=O)[nH]c2ccccc12	/	-7%	/	/	4%	0%	/	/	10%	/

Entries above that have a CF3 group:
SMILES	MBNL1-CUG inh	BRCA1 expr up	FLuc modulator	Rab9 promoter act	p53 reactivator	ELG1 genotoxic	RORgamma inh	NPC1 promoter act	uPA surface inh	Gal4-VP16 FLuc
O=C(Cc1cccs1)Nc1nnc(SCc2ccc(C(F)(F)F)cc2)s1	9%	5%	-2%	1%	1%	-1%	10µM*	-3%	4%	-13%
COc1ccc(CN2CCN(Cc3ccccc3C(F)(F)F)CC2)c(OC)c1	-8%	-21%	-1%	-17%	-2%	-12%	-4%	-9%	-4%	-1%
